Screens (PubChem BioAssay)
UPR XBP1 act: activators of adaptive XBP1 UPR arm, primary screen, cell-based, CHO-XBP1 luciferase reporter, luminescence, uHTS. IRE1-XBP1 UPR activation; percent of tunicamycin response, DMSO as zero. activation, % at 20 µM. hit rate 0.33% among 330,000. AID 463104, 2010;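 active = versus positive control, 20 µM dose yields 30% or more activation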;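 note: 100% = tunicamycin at 10 µg/mL and 0% = DMSO only wells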
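Material – CHO cell line with stable XBP1 luciferase reporter · Buffer or medium – F12 plus 10% FBS · Compound – single point, 20 µM final compound, 1% DMSO · Schedule – 16-18 h cell attachment at 37 °C, then 6 h compound exposure · Signal – Steady-Glo luminescence read · Benchmarks – high control tunicamycin 10 µg/mL final, low control DMSO vehicle only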
APJ antag: antagonists of human apelin receptor APJ, primary screen, CHO-K1 cells, beta-arrestin complementation, luminescence. P35414. inhibition, % at 20 µM. hit rate 0.32% among 330,000;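 active = inhibition above about 40% at 20 µM, limit read from the data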;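 note: cells challenged with 10 nM apelin-13 agonist together with compound; plate controls were apelin-13 plus DMSO wells for no effect and DMSO wells lacking apelin-13 for full effect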
APJ agonist: agonists of human apelin receptor APJ, primary screen, CHO-K1 cells, PathHunter beta-arrestin, luminescence; activation, % at 20 µM; 0% DMSO wells, 100% apelin; hit rate 0.11% among 330,000;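 active = activation more than six SD over the plate average, tested at 20 µM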;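 note: 0% = DMSO alone and 100% = apelin-13 at 10 nM; some results filed as inactive read as strong as hits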
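Material: engineered CHO-K1 APJ arrestin reporter cells; amount: 1000 CHO-K1 reporter cells seeded per well; incubation: compound stimulation 90 min at 25 °C, detection 60 min; signal: luminescent beta-gal fragment complementation, chemiluminescent substrate; read-out basis: APJ agonist activity; controls: DMSO-only wells as negative, 10 nM Apelin-13 as positive control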
CHOP UPR activ: activators of apoptotic CHOP UPR arm, primary screen, cell-based, CHO-CHOP luciferase reporter, luminescence, uHTS. UPR activation; percent of tunicamycin response over DMSO baseline. activation, % at 10 µM. hit rate 0.34% among 330,000;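 active = at 10 µM dose, activation of 40% or more, normalized to positive control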;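 note: 100% = tunicamycin at 10 µg/mL and 0% = DMSO alone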
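measured by = luciferase luminescence | assay system = CHO-CHOP cells, stable luciferase reporter of PERK-eIF2a-CHOP signalling | amount = 500 reporter cells seeded per well | timing = 6 h compound exposure at 37 °C after overnight seeding | controls = positive tunicamycin 10 µg/mL, negative DMSO alone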
EBI2 block: EBI2 receptor antagonists, beta-arrestin recruitment, primary screen, cell-based, luminescence, 7a,25-OHC stimulation, uHTS. G-protein coupled receptor 183 (Homo sapiens), P32249. 7a,25-OHC stimulated. inhibition, % at 5 µM. hit rate 0.81% among 360,000. AID 651636, 2012; in the data active = inhibition above about 38%;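 note: enzyme fragment complementation signal reports receptor beta-arrestin coupling in cells; 0% = agonist plus DMSO wells and 100% = wells without agonist; some results beyond the cut were filed as inactive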
Mdm2-MdmX inh: inhibitors of human Mdm2-MdmX association, primary screen, cell-based, luminescence, split luciferase, SaOS-2, uHTS; Protein Mdm4 (Homo sapiens) + E3 ubiquitin-protein ligase Mdm2 (Homo sapiens), …; SaOS-2 split-luciferase Mdm2/MdmX complementation; inhibition, % at 8 µM; hit rate 3% among 330,000;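 active = inhibition of at least 50% at 8 µM in the primary screen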
Target sequence (O15151 whole entry, looked up): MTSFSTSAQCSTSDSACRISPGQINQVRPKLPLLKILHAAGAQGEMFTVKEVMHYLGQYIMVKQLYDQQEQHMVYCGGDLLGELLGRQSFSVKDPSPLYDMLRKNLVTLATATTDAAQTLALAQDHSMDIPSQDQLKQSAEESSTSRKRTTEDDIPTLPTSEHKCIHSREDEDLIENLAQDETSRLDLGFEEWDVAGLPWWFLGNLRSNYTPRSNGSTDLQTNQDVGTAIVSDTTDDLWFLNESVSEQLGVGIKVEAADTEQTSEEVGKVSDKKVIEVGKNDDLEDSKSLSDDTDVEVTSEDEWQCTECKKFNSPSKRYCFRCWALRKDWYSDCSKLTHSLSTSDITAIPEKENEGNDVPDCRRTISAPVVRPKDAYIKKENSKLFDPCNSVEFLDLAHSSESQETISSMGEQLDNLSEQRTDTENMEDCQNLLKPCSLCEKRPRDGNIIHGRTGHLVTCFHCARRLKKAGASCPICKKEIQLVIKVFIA
Target sequence (Q00987 whole entry, looked up): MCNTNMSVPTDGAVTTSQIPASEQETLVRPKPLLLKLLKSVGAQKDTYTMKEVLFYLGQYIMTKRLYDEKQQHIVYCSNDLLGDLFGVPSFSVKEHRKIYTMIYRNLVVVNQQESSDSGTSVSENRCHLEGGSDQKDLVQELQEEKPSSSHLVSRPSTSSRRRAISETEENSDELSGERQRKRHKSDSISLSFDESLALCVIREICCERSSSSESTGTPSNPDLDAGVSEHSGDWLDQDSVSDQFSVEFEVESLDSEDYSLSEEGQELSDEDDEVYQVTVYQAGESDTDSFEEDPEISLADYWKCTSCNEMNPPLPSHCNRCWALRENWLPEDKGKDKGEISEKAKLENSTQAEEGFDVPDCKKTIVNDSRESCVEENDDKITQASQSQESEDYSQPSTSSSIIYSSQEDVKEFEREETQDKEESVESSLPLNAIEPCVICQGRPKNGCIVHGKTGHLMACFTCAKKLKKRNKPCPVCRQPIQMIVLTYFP
CXCR6 inh: CXCR6 receptor inhibitors, primary screen, cell-based, beta-arrestin, luminescence, CHO-K1 PathHunter, 1536-well | hit rate 0.36% among 360,000 | C-X-C chemokine receptor type 6 (Homo sapiens), O00574 | inhibition, % at 20 µM | AID 602244, 2012; in the data active = inhibition above about 34%, passing the limit was not always enough;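 note: antagonist mode with CXCL16 agonist at 10 nM final; 0% = 10 nM CXCL16 with DMSO and 100% = unstimulated wells without agonist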
CCR6 antag: CCR6 receptor antagonists, primary screen, cell-based, CHO-K1, luminescence, beta-arrestin, uHTS. CHO-K1 CCR6 PathHunter beta-arrestin, CCL20-stimulated. inhibition, % at 20 µM. hit rate 0.49% among 340,000;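 active = compounds whose inhibition of the agonist-driven luminescence signal at 20 µM reaches about 50%, limit read from the data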;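 note: cells stimulated with CCL20 at 14 nM final; plate controls were DMSO with CCL20 for no effect and DMSO without agonist for full effect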
tim23-1 inh: growth inhibitors of tim23-1 mutant yeast, primary screen, luminescence, uHTS. S. cerevisiae tim23-1 growth, BacTiter-Glo luminescence, 24 h. hit rate 1.3% among 330,000. AID 463212, 2010. inhibition, % at 20 µM;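 active = growth inhibition of the mutant yeast at or above 50%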;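 note: temperature-sensitive mutant grown at 25 °C; plate controls were DMSO-treated mutant yeast for no effect and medium wells lacking yeast for full effect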
Numbers without * were called inactive; . = no result given. Not all compounds are listed (hit frequency here may not be typical).

SMILES	UPR XBP1 act	APJ antag	APJ agonist	CHOP UPR activ	EBI2 block	Mdm2-MdmX inh	CXCR6 inh	CCR6 antag	tim23-1 inh
COc1cc(-c2nnn(CC(=O)NCc3ccccc3)n2)cc(OC)c1OC	0	-5	-1	-2.6	-5	1	-13	3	8
COC(=O)c1c(NC(=O)C(=O)NCCCN2CCOCC2)sc2c1CCCC2	2	-16	-4	2.5	-2	31	0	18	10
Cc1cnc(C)c(N(C)NC(=S)Nc2ccccc2)n1	0	10	0	1.3	-8	4	-4	17	-3
Cc1ccc2c(c1)cc(C(=O)NCc1ccccc1)n2C	-3	-4	-2	1.5	13	85*	6	3	11
CC(C)C(NC(=O)c1ccco1)C(=O)NCC(c1ccco1)N(C)C (stereo unspecified)	3	12	-3	-0.7	-16	9	1	-8	-1
CCc1nnc(NC(=O)CSc2nnc(-c3ccco3)n2CCOC)s1	-2	6	-1	-0.7	-1	1	4	-4	9
COc1ccc(-c2noc(-c3cc4ccccc4oc3=O)n2)cc1	4	23	-3	-0.2	.	4	.	.	-15
CC(C)CC(=O)N1CCN(Cc2ccc3ccccc3c2)CC1	-3	17	-3	-0.5	6	-1	-3	1	-2
Cn1cccc1/C=N/NC(=O)CSc1nc2ccccc2n1C	-2	6	1	-0.1	-2	0	-1	16	-6
CCCn1c(N)c(C(=O)CSc2n[nH]c(-c3ccccc3F)n2)c(=O)n(C)c1=O	1	-5	1	-2.2	-12	-31	-4	3	5
Cc1cc(C(=O)CC#N)c(C)n1CC(F)(F)F	2	8	-4	2.5	-5	15	3	21	10
O=C(COC(=O)/C=C/c1ccc(C(F)(F)F)cc1)NCC1CCCO1 (stereo unspecified)	2	15	-5	0.9	1	-3	-10	2	17
Cc1ccccc1-c1nnc(-c2cccs2)o1	2	4	-3	4.6	0	-47	5	17	7
CC(=O)NC(CC(=O)OCC(=O)Nc1cc(S(=O)(=O)N2CCCCC2)ccc1C)c1ccccc1 (stereo unspecified)	0	7	-5	2.1	-8	21	-2	11	3
Cc1ccc(-c2nn(CC(=O)NCC3CCCO3)c(=O)c3ccccc23)cc1 (stereo unspecified)	1	-8	-2	-0.6	-8	-26	-3	1	26
CN(C)CCOC(=O)CCc1ccccc1	-7	-15	-3	-0.9	-1	25	-12	-2	3
Cc1ccc(/C=N/NC(=O)c2nnn(-c3nonc3N)c2CSc2ccccc2)s1	0	-2	4	3.3	-9	6	2	2	3
CC(C)(C)NC(=O)NCCc1ccccc1	-1	-34	4	1.0	2	-64	8	3	20
CC(=O)O[C@H](COc1c2ccoc2cc2oc(=O)ccc12)C(C)(C)O	-1	-2	-3	-0.5	2	-7	-3	3	0
Cc1nnc(SCC(=O)Nc2c(Cl)cccc2Cl)[nH]c1=O	-1	22	1	-2.2	3	15	6	10	8
CC[C@H](C)[C@H](NS(=O)(=O)c1ccc(C)cc1)C(=O)N1CCC(C(=O)N[C@H](C(=O)O)C(C)C)CC1	1	7	-1	-0.2	-2	-32	11	16	7
O=C(NCCCc1ccncc1)C1CCC(=O)N(Cc2cccc(F)c2)C1 (stereo unspecified)	-3	2	3	-1.6	-4	-26	1	4	8
COc1ccc(NC(=O)CCc2nnc3ccc(N4CCC(C)CC4)nn23)cc1	-5	3	-2	-1.6	-2	17	-1	7	4
C=CCOc1ccc(/C=C\c2nc(O)c([N+](=O)[O-])c(=O)[nH]2)cc1OCC	-1	9	-2	0.3	2	11	12	2	-3
O=C(Nc1nc(-c2ccccn2)cs1)c1cc(S(=O)(=O)N2CCOCC2)ccc1F	2	11	-4	7.1	11	53*	29	40	42

3 entries already listed, arranged by formula weight, lowest first.
SMILES	UPR XBP1 act	APJ antag	APJ agonist	CHOP UPR activ	EBI2 block	Mdm2-MdmX inh	CXCR6 inh	CCR6 antag	tim23-1 inh
C=CCOc1ccc(/C=C\c2nc(O)c([N+](=O)[O-])c(=O)[nH]2)cc1OCC	-1	9	-2	0.3	2	11	12	2	-3
Cc1ccc(-c2nn(CC(=O)NCC3CCCO3)c(=O)c3ccccc23)cc1 (stereo unspecified)	1	-8	-2	-0.6	-8	-26	-3	1	26
CCCn1c(N)c(C(=O)CSc2n[nH]c(-c3ccccc3F)n2)c(=O)n(C)c1=O	1	-5	1	-2.2	-12	-31	-4	3	5

Next part:
SMILES	UPR XBP1 act	APJ antag	APJ agonist	CHOP UPR activ	EBI2 block	Mdm2-MdmX inh	CXCR6 inh	CCR6 antag	tim23-1 inh
COc1ccc(C(C)=O)cc1COC(=O)[C@H](Cc1ccccc1)NC(=O)c1ccco1	1	-5	0	1.4	-2	4	1	-7	15
CCOC(=O)C1CCCN(C(=O)c2cc(Nc3ccc(OC)cc3)nc3ccccc23)C1 (stereo unspecified)	2	-8	-3	-0.2	2	44	-7	0	10
C=CCOc1c(Br)cc(/C=N/n2c(CC)n[nH]c2=S)cc1Br	0	-14	0	-0.1	-7	15	4	49	10
O=C(CCS(=O)(=O)c1ccc(Cl)cc1)N1CCN(S(=O)(=O)c2cccs2)CC1	1	8	-2	-0.1	-6	-3	2	8	5
O=C(CN1CCOCC1)NNC(=O)c1ccc([N+](=O)[O-])cc1	-2	-7	-3	-1.0	-8	9	-12	10	-4
O=C(CN1C(=O)N/C(=C\c2ccccc2OCc2ccc(C(=O)O)cc2)C1=O)Nc1ccc(F)cc1	-4	25	-1	1.1	-5	7	-3	17	13
Cc1ccc2oc(=O)cc(/C=C/c3ccccc3)c2c1	0	-4	-1	0.6	22	5	0	12	25
CCCN1CCN(C(=O)Cn2cnc3sc(C)c(S(=O)(=O)N4CCC(C)CC4)c3c2=O)CC1	-1	5	-3	0.1	0	14	-2	12	-4
Cc1cc(C)cc(C(=O)N2CCN=C2SCc2ccc([N+](=O)[O-])cc2)c1	0	4	-4	-1.1	9	9	-2	15	9
CCC(Sc1nc2ccc(C)cc2[nH]1)C(=O)O (stereo unspecified)	4	16	0	0.3	-2	11	4	-9	-7
Cc1ccc(NC(=O)CSc2nnc(-c3ccc(S(=O)(=O)N4CCCC4)cc3)o2)cc1C	3	5	-2	2.3	8	21	-4	6	11
COc1ccc(S(=O)(=O)N2CCCCC2)cc1NC(=O)Cc1ccsc1	-2	10	-2	0.4	2	26	11	16	-11
CC(=O)Nc1ccc(NC(=O)C(C)OC(=O)CCc2nc3ccccc3s2)cc1 (stereo unspecified)	0	-12	-2	-1.0	1	11	-7	3	-3
O=C(NCCc1ccc(Cl)cc1)c1cccc(N2CCCC2=O)c1	-3	-5	-1	54*	-3	-31	-10	2	-6
CN1CCN(C(=O)c2cc(=O)c3cc(Cl)ccc3o2)CC1	-4	9	-3	-0.8	38	-19	5	2	5
O=c1nc(N/N=C/C=C/c2ccccc2)cn[nH]1	-5	-3	-1	-7.4	-5	-28	5	-1	8
Cc1[nH]n(-c2ccccc2)c(=O)c1C=NC1CCCCCC1	4	0	-4	3.5	2	7	6	3	13
CC(C)NC(=O)c1onc(CSc2ccc(Cl)cc2)c1C(=O)O	2	-1	-2	-2.4	2	-9	3	-3	-13
COc1ccc(C(=O)N[C@H](C(=O)Nc2nc3c(s2)CCCC3)C(C)C)cc1	-1	-13	-1	4.8	-8	-39	3	-11	14
CC1(C)CC(=O)c2cc(C(=O)N3CCCC(C)(C)C3)c(=O)n(-c3ccccc3)c2C1	-4	13	-3	-2.0	-1	18	0	-28	-2
CN(Cc1ccccc1)C(=O)COC(=O)C1CCN(S(=O)(=O)c2ccc3c(c2)OCCO3)CC1	-5	4	-4	-1.0	-11	16	-6	1	24
C=CCn1c(-c2cc3c(s2)CCC(CC)C3)n[nH]c1=S (stereo unspecified)	0	15	-3	-1.1	2	-82	12	18	37
CC(C)NC(=O)NC(=O)CSc1nnc(-c2c[nH]c3ccccc23)o1	-4	-16	-1	0.7	0	-8	-9	-3	-1
C=CCOC(=O)C1=C(C)NC(=O)NC1/C=C/c1ccccc1OC (stereo unspecified)	3	1	-4	0.2	-5	4	9	2	2

Of the compounds above, seven have a thiophene ring, fused or not:
SMILES	UPR XBP1 act	APJ antag	APJ agonist	CHOP UPR activ	EBI2 block	Mdm2-MdmX inh	CXCR6 inh	CCR6 antag	tim23-1 inh
COC(=O)c1c(NC(=O)C(=O)NCCCN2CCOCC2)sc2c1CCCC2	2	-16	-4	2.5	-2	31	0	18	10
Cc1ccccc1-c1nnc(-c2cccs2)o1	2	4	-3	4.6	0	-47	5	17	7
Cc1ccc(/C=N/NC(=O)c2nnn(-c3nonc3N)c2CSc2ccccc2)s1	0	-2	4	3.3	-9	6	2	2	3
O=C(CCS(=O)(=O)c1ccc(Cl)cc1)N1CCN(S(=O)(=O)c2cccs2)CC1	1	8	-2	-0.1	-6	-3	2	8	5
CCCN1CCN(C(=O)Cn2cnc3sc(C)c(S(=O)(=O)N4CCC(C)CC4)c3c2=O)CC1	-1	5	-3	0.1	0	14	-2	12	-4
COc1ccc(S(=O)(=O)N2CCCCC2)cc1NC(=O)Cc1ccsc1	-2	10	-2	0.4	2	26	11	16	-11
C=CCn1c(-c2cc3c(s2)CCC(CC)C3)n[nH]c1=S (stereo unspecified)	0	15	-3	-1.1	2	-82	12	18	37
